From PubChem
CIT2 TOR yeast = alters CIT2-GFP fluorescence in TOR pathway yeast screen. actives 0.065% (n = 320,000). GFP response vs DMSO, % at 10 µM. S. cerevisiae CIT2-GFP strain, flow cytometry, 3 h; 100 means same as DMSO wells. AID 2029;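 active means GFP response relative to DMSO above a set limit, near the screen mean plus 3 SD, cut at about 150% in these data; inconclusive means Fewer than 70 cells measured for a yeast strain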;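 further: ratio of well median GFP fluorescence to mean of DMSO wells on the plate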
GRK2 inh = human GRK2 inhibition via aptamer displacement. P25098. bead flow cytometry, FAM-aptamer displacement from GRK2. inhibition of aptamer binding, % at 10 µM. actives 0.59% (n = 330,000). AID 488847;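 active means inhibition of aptamer binding above 40%, roughly 3 SD of noise, on plates passing a quality check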;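 further: median bead fluorescence of bound FAM aptamer so fluorescent compounds give negative values; no value below 0 was filed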
VLA-4 inh = inhibition in a human VLA-4 binding assay; P13612; VLA-4 expressing cells, ligand binding flow cytometry; inhibition, % (about 7 µM as worked out from the volumes in the protocol); actives 0.2% (n = 330,000); AID 2557; in the data active means inhibition above about 50%
Target sequence (P13612 whole entry, looked up): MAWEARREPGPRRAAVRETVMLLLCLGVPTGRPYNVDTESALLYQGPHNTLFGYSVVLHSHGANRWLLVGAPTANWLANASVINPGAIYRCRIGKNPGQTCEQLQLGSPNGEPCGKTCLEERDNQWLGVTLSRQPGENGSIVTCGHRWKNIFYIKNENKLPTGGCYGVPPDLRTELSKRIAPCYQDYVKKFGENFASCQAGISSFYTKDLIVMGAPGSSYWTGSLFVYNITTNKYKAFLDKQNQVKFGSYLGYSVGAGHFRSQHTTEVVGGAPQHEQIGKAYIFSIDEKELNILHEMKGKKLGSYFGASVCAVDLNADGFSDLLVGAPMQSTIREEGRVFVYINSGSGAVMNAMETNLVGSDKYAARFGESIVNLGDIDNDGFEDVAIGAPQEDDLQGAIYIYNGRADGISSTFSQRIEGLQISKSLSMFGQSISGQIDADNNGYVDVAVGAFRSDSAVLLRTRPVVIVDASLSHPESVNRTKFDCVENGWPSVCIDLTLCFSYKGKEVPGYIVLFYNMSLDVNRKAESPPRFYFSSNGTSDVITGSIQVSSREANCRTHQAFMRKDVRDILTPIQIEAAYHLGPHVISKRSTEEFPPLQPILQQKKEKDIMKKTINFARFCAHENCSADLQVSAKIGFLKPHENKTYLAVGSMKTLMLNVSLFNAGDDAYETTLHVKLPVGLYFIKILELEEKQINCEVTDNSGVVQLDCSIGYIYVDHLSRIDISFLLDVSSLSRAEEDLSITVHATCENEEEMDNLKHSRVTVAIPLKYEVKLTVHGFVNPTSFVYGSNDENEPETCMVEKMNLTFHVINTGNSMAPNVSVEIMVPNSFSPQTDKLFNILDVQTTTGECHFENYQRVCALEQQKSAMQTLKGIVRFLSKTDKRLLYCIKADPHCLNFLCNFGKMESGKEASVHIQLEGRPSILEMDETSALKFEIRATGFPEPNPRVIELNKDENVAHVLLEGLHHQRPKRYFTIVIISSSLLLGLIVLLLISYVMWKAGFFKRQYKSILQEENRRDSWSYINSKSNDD
MEX-5 binding = C. elegans MEX-5 TCR-2 RNA binding activity | MEX-5/FITC-TCR2 RNA binding, fluorescence polarization; active compounds read low | activity score (negative = inhibition of binding), % at 10 µM | actives 0.38% (n = 300,000) | AID 1832;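 active means inhibition past about -25% in most replicates, and total fluorescence under double the plate's negative control median, limit read from the data; inconclusive means replicates evenly split on the limit, or fluorescence at least double controls; inactive means too little inhibition in most replicates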;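 further: 0% = DMSO and -100% = 5 µM competing unlabeled TCR2 RNA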
GLD-1 TGE inh = GLD-1-TGE RNA interaction inhibition (C. elegans) | purified GLD-1 + fluorescein TGE RNA, fluorescence polarization | AID 2280 | Q17339 | actives 0.44% (n = 320,000) | inhibition, % at 5.96 µM;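 active means percent inhibition above a per-plate cutoff, the plate mean of test compounds plus 3 SD, cut at about 30% in these data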;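 further: 0% = DMSO wells with GLD-1 and probe and 100% = wells lacking GLD-1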
Fam108B inh = blocks mouse Fam108B hydrolase in RBBP9 counter-screen. recombinant Fam108B, FP-Rh probe fluorescence polarization. inhibition, % at 9.51 µM. actives 0.33% (n = 300,000). AID 1947;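 active means inhibition above the screen mean inhibition plus 3 SD, computed separately per campaign, cut at about 18% in these data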;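 further: inhibitors lower polarization as less probe binds the enzyme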
BCLXL inh = Bcl-xL (human) inhibition; Q07817; GST-Bcl-xL / FITC-Bim BH3 peptide fluorescence polarization; inhibition, % at 10.9 µM; actives 0.7% (n = 320,000);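 active means inhibition above the mean of all tested compounds plus 3 SD, cutoff set per campaign, cut at about 30% in these data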;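 further: 0% = DMSO wells and 100% = unlabeled Bim-BH3 peptide competitor; inhibitors lower millipolarization by displacing the labeled peptide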
AGP1 TOR yeast = yeast TOR pathway AGP1-GFP modulation. GFP response vs DMSO, % at 10 µM. actives 0.02% (n = 320,000). S. cerevisiae AGP1-GFP multiplex flow cytometry, 3 h; GFP as percent of DMSO wells;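 active means GFP response relative to DMSO above a set limit, near screen average plus 3 SD, cut at about 150% in these data; inconclusive means fewer than 70 cells counted for the yeast strain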;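 further: median GFP channel fluorescence of the gated AGP1 strain per well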
MCL1 BIM primary = disrupts human MCL1 binding to BIM-BH3 peptide; inhibition, % at 10.9 µM; actives 0.68% (n = 320,000); GST-MCL1 / FITC-Bim-BH3 fluorescence polarization; Q07820; AID 2057;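 active means inhibition above the mean inhibition of all tested compounds plus 3 SD, set per campaign, cut at about 40% in these data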;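 further: 0% = DMSO wells and 100% = unlabeled Bim-BH3 peptide control; higher means more loss of mP so more displacement of Bim peptide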
Active calls of the source: *; i = inactive; u = inconclusive; x = no result given; [ ] = remark or other dose.

SMILES	CIT2 TOR yeast	GRK2 inh	VLA-4 inh	MEX-5 binding	GLD-1 TGE inh	Fam108B inh	BCLXL inh	AGP1 TOR yeast	MCL1 BIM primary
CNc1ccc(S(=O)(=O)NCC(=O)OC(C)C(=O)N(C)Cc2ccccc2)cc1[N+](=O)[O-] (centres undefined)	86.0	0.0	-30.5	x	3.6	x	5.7	93.5	14.7
Cc1ccc(C(=O)CCC(=O)Nc2cccc(C(F)(F)F)c2)cc1	101.0	2.0	4.7	-0.2	-0.6	-0.2	5.8	96.2	0.4
COC(=O)CCc1nc2cc(Cl)ccc2n(Cc2ccccc2)c1=O	77.6	3.0	-3.0	2.8	-1.0	-1.2	-2.4	88.7	-2.8
O=C(NC(=S)Nc1ccc(F)cc1)c1ccc2c(c1)OCCO2	102.8	x	8.4	-0.7	11.9	0.4	4.3	95.3	16.6
CCOc1cc([N+](=O)[O-])cc(/C=C2/NC(=O)N(Cc3ccccc3F)C2=O)c1O	105.8	0.0	-2.1	-6.6	0.9	6.0	12.8	108.8	9.0
CCc1ccc(S(=O)(=O)NCCc2csc(-c3ccccc3)n2)s1	95.8	0.0	2.4	3.1	0.2	3.4	-1.5	91.8	-7.8
O=C(O)[C@H](Cc1ccccc1)Nc1ccc([N+](=O)[O-])cn1	92.7	0.0	2.2	1.4	5.0	3.2	7.8	100.1	20.6
CC(C)CNC(=O)C(=O)NCC1OCCN1S(=O)(=O)c1cccs1 (centres undefined)	102.2	2.0	14.4	-0.3	6.5	3.2	6.8	96.2	14.0
CCOC(=O)c1cc2c(c(CSc3nc4ccccc4c(=O)n3Cc3ccco3)c1)OCOC2	96.4	0.0	13.0	x	-2.6	-3.7	2.9	94.3	5.6
COC(=O)C1C(O)=C(C=Nc2ccccc2)C(=O)CC1(C)C (centres undefined)	93.2	2.0	4.3	0.0	-6.3	-4.5	6.9	103.5	1.4
CN(C)CCNC(=S)Nc1ccc(F)c(F)c1F	93.1	1.0	2.2	0.2	5.7	-3.7	4.3	98.4	12.6
O=c1cc(Nc2ccc3c(c2)OCCO3)[nH]c(=O)n1-c1ccc(Br)cc1	100.5	0.0	5.5	-2.8	-1.8	3.1	2.8	104.9	-5.6
COc1cc(C(C#N)N2N=C(c3ccccc3)CC2c2ccccc2)ccc1O (centres undefined)	109.9	0.0	-4.8	2.3	-4.2	0.5	5.8	100.5	5.1
COc1ccc(C2=NN(CC(=O)NCC(OC)OC)C(=O)CC2)cc1	107.3	0.0	20.9	-1.0	6.9	-1.8	0.5	98.2	1.6
Cc1onc(-c2c(Cl)cccc2Cl)c1NC(=O)NNc1c(Cl)cncc1Cl	123.1	0.0	-4.4	1.8	-1.7	0.0	5.5	141.8	3.5
CN(CC(=O)Nc1ccc(OC(F)(F)F)cc1)C1CCCCC1	94.6	2.0	19.2	1.4	5.6	4.4	-1.2	101.3	-1.5
Cc1c(CCOC(=O)C23CC4CC(CC(C4)C2)C3)sc[n+]1CC#N	100.7	0.0	4.5	0.6	-8.7	0.4	6.0	114.8	8.7
Cc1ccc(S(=O)(=O)N2CCN(C3CCC(c4ccccc4)CC3)CC2)cc1 (centres undefined)	90.3	0.0	4.9	-2.6	2.0	0.8	-1.9	96.1	-1.1
CC(=O)c1ccc(NC(=O)Nc2cccc(Cl)c2)cc1	108.0	0.0	6.3	-0.8	-5.8	-22.8	4.2	105.0	-0.5
Cc1sc2nc(CN3CCCC3)nc(NCc3ccncc3)c2c1C	96.5	0.0	2.9	2.1	-3.5	-0.9	2.1	106.7	4.5
O=C(N/C=C/n1cnc2cc(C(F)(F)F)ccc21)c1ccccc1F	99.2	0.0	3.0	-0.5	0.9	8.0	-2.6	94.7	-0.5
O=C(Nn1c(-c2ccccc2)nc2ccccc2c1=O)c1cccs1	100.2	0.0	-1.4	x	5.5	2.4	0.2	95.0	2.6
N#CC1C=Cc2ccccc2N1C(=O)c1ccccc1 (centres undefined)	90.6	2.0	13.1	0.3	1.4	-0.9	2.3	97.5	6.8
O=C(CNCc1ccccn1)Nc1ccc([N+](=O)[O-])cc1C(=O)Nc1ccccc1F	96.5	3.0	-9.8	-0.8	-3.5	-0.3	4.1	99.8	3.5
Cc1ccccc1C(=O)Nc1ccnn1C1CCN(C(C)Cc2ccccc2F)CC1 (centres undefined)	100.4	0.0	-4.6	-15.2	3.7	-2.5	39.0*	100.3	42.0*
CN(C)CCCN1C(=O)c2oc3ccc(Cl)cc3c(=O)c2C1c1cccnc1 (centres undefined)	99.1	3.0	-1.5	-0.4	0.9	-1.5	3.3	101.8	5.6
Cc1ccc(/C=N/NC(=O)c2ccc(Br)o2)s1	99.0	1.0	2.7	2.0	9.4	-3.8	14.5	99.4	10.4
O=S(=O)(c1ccccc1)N1CN(c2ccc(F)cc2F)c2nc3ccccc3nc21	100.2	3.0	-2.2	x	6.2	x	x	93.9	x
COc1ccc(-c2cn(CCC(=O)NCc3ccc(C)cc3)c(-c3ccncc3)n2)cc1	70.4	6.0	10.6	0.1	4.1	1.3	1.0	81.1	-0.8
CCOc1ccc(S(=O)(=O)N2CCN=C2c2ccccc2)cc1	101.4	0.0	2.0	0.7	4.6	2.8	4.8	94.0	6.3

Quoted from the results shown for reference:
SMILES	CIT2 TOR yeast	GRK2 inh	VLA-4 inh	MEX-5 binding	GLD-1 TGE inh	Fam108B inh	BCLXL inh	AGP1 TOR yeast	MCL1 BIM primary
COc1ccc(-c2cn(CCC(=O)NCc3ccc(C)cc3)c(-c3ccncc3)n2)cc1	70.4	6.0	10.6	0.1	4.1	1.3	1.0	81.1	-0.8
CCOc1ccc(S(=O)(=O)N2CCN=C2c2ccccc2)cc1	101.4	0.0	2.0	0.7	4.6	2.8	4.8	94.0	6.3

Remaining list, next part.
SMILES	CIT2 TOR yeast	GRK2 inh	VLA-4 inh	MEX-5 binding	GLD-1 TGE inh	Fam108B inh	BCLXL inh	AGP1 TOR yeast	MCL1 BIM primary
C=CC[C@@H](CC(=O)OC(C)(C)C)C(=O)OC[C@@H]1CCCN1C(=O)[C@H](CC=C)CC(=O)NCCO	91.5	7.0	0.0	x	2.0	x	x	93.0	x
COc1nccnc1NS(=O)(=O)c1ccc(N/C=C2\CCCCC2=O)cc1	96.9	0.0	6.4	-3.5	-2.7	0.4	7.1	96.1	-0.6
COCCn1c(SCC(=O)Nc2cc(C(C)(C)C)nn2-c2ccccc2)nc2ccccc2c1=O	106.9	0.0	2.7	-1.0	1.6	3.7	2.1	98.5	0.9
CNC(=S)N1CCC(NC(=O)C23CC4CC(CC(C4)C2)C3)CC1	98.5	1.0	-1.5	-0.7	0.6	0.6	0.8	105.5	6.1
CCn1nnnc1SCC(=O)N(C)C1CCS(=O)(=O)C1 (centres undefined)	100.4	0.0	17.2	x	8.6	x	-4.9	99.6	-1.4
CCc1nn(CC(=O)NCCCc2ccccc2)c(=O)c2cc3c(OC)cccc3n12	94.0	0.0	-108.4	0.0	-0.7	-1.9	-1.2	98.2	-1.0
Cc1onc(-c2ccccc2)c1C(=O)NC(=S)NNC(=O)c1cc(-c2ccc(F)cc2)n[nH]1	92.4	1.0	-1.4	-0.3	0.8	-4.5	9.3	97.8	8.7
Cc1onc(-c2ccccc2)c1-c1ccnn1S(=O)(=O)c1ccc(Cl)cc1	x	0.0	0.6	1.4	0.2	0.2	3.6	x	-2.8
O=C(/C=C/c1ccco1)NC(=S)Nc1ccccn1	99.5	1.0	-7.3	0.6	2.0	-6.1	16.9	98.9	24.3
Cc1ccc(NC(=O)NNc2cccc(Cl)n2)cc1	103.0	1.0	3.8	1.4	6.7	-0.1	3.7	x	-0.2
CC(=O)Nc1ccc(/C=C/c2nc3ccccc3o2)cc1	95.5	3.0	15.7	0.4	-5.5	-1.5	0.6	88.9	-4.2
CCCn1c(C)cc(C(=O)COC(=O)CN=C2NS(=O)(=O)c3ccccc32)c1C	96.3	0.0	5.0	0.8	7.5	-1.8	5.3	92.2	6.2
Cc1cc(-c2nnnn2-c2cc(Cl)cc(Cl)c2)no1	87.1	4.0	1.8	0.5	1.1	-1.3	4.0	103.0	2.4
Cc1nnc(SCC(=O)N2c3ccccc3CC2C)s1 (centres undefined)	82.5	0.0	-5.5	-3.3	2.8	-0.6	1.3	92.4	3.8
Cn1c(-c2ccc3ccccc3n2)[n+](C)c2ccccc21	103.8	0.0	9.1	2.4	0.6	1.4	2.8	111.1	0.4
Cc1cc(=O)oc2cc(OCC(=O)Nc3ccc(S(=O)(=O)N(C)C)cc3)ccc12	102.3	3.0	2.8	-0.6	7.0	-3.0	3.2	102.3	-6.8
COc1cc(C(C)=O)ccc1COc1ccc(C(=O)OC(C)C(=O)NC(N)=O)cc1OC (centres undefined)	112.8	0.0	3.5	1.2	-1.0	1.6	-0.9	107.7	-0.2
Cc1ccc2c(n1)sc1c(-c3ccc(Br)cc3)c(C#N)c(N)nc12	85.3	5.0	9.5	-0.6	-4.5	-13.4	0.1	85.1	-10.5
CC/C(=C\c1oc2cc3ccccc3cc2[n+]1CC)Nc1ccccc1	u	0.0	i	6.9	-1.1	-4.8	-2.4	43.3[may fluoresce violet]	-2.0
Cc1cc(N2CCOCC2)nc2ccc(NC(=O)C3CCC(C)CC3)cc12 (centres undefined)	u	1.0	-18.2	0.8	6.3	1.6	5.8	24.0[may fluoresce violet]	4.7
O=S(=O)(Nc1cccc(-c2cn3ccsc3n2)c1)c1ccc(F)cc1	96.8	0.0	-2.2	0.8	10.4	-0.6	6.7	94.0	11.6
COc1cccc(CN2CC(C(=O)N3CCN(C(C)C)CC3)CCC2=O)c1 (centres undefined)	99.8	4.0	0.8	0.2	2.1	-2.8	6.2	104.6	8.0
CCOC(=O)/C(=C/c1cn(C)c2ccccc12)NC(=O)c1ccccc1	x	7.0	-0.5	1.1	7.5	-0.4	2.9	x	-2.5
Cc1ccc(OCc2cc(C(=O)N(C)Cc3nccn3C)no2)cc1C	95.2	21.0	6.5	1.6	-8.7	-3.6	-13.8	100.5	-18.6

Ordered by formula weight (low to high): part of the list above.
SMILES	CIT2 TOR yeast	GRK2 inh	VLA-4 inh	MEX-5 binding	GLD-1 TGE inh	Fam108B inh	BCLXL inh	AGP1 TOR yeast	MCL1 BIM primary
CC/C(=C\c1oc2cc3ccccc3cc2[n+]1CC)Nc1ccccc1	u	0.0	i	6.9	-1.1	-4.8	-2.4	43.3[may fluoresce violet]	-2.0
O=S(=O)(Nc1cccc(-c2cn3ccsc3n2)c1)c1ccc(F)cc1	96.8	0.0	-2.2	0.8	10.4	-0.6	6.7	94.0	11.6
Cc1cc(=O)oc2cc(OCC(=O)Nc3ccc(S(=O)(=O)N(C)C)cc3)ccc12	102.3	3.0	2.8	-0.6	7.0	-3.0	3.2	102.3	-6.8
COc1cc(C(C)=O)ccc1COc1ccc(C(=O)OC(C)C(=O)NC(N)=O)cc1OC (centres undefined)	112.8	0.0	3.5	1.2	-1.0	1.6	-0.9	107.7	-0.2

Rows are unselected; 2.2% or so of the library scored in one or more.
